PL synth Enamine = animal cell phospholipid biosynthesis inhibition, Enamine screen; ZR-82 CHO cells, pyrene fatty acid UV survival, CellTiter Blue; peroxisome-deficient CHO-K1 mutant line; plus DGAT-1, DGAT-2 and ACAT inhibitors; 20,000 tested, 0.4% active; calls only at 10 µM;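 active = cell survival signal 2 SD away from solvent-only control wells, confirmed on one or two retests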;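 note: 3 h compound exposure then viability read about one day after UV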
Calls only; i = inactive.

SMILES | PL synth Enamine
O=[N+]([O-])c1ccccc1NNC(=S)Nc1ccc(SC(F)F)cc1 | i
Cc1ccc(C2=Nn3c(nnc3-c3ccc(C(C)(C)C)cc3)SC2c2ccc(C)cc2)cc1 (stereo not given) | i
Cc1sc2nc(C(C)OC(=O)C3=NNC(=O)CC3)[nH]c(=O)c2c1C (stereo not given) | i
CN=c1scc(-c2cccc(Br)c2)n1/N=C/c1ccccc1I | i
CC(C)(C)P(=NC(=S)Nc1cc(Cl)cc(Cl)c1)(N1CCCCCC1)N1CCCCCC1 | i
O=C(/C=C/c1ccc2c(c1)OCO2)O/N=C/c1ccc(Br)cc1 | i
O=c1oc2cc(Oc3cnn(-c4ccccc4)c(=O)c3Cl)ccc2c2c1CCC2 | i
CCn1c(O)c(C(C)=NCC(C)(C)N2CCOCC2)c(=O)n(CC)c1=S | i
Brc1ccc(Sc2ncnc3sc4c(c23)CCC4)cc1 | i
C/C(=N\NC(N)=O)c1ccc(Cl)s1 | i
Oc1c(Br)cc(Br)cc1C=Nc1cccc(Br)c1 | i
c1ccc(C2=NN3C(C2)c2ccccc2OC3c2cccnc2)cc1 (stereo not given) | i
Cc1csc2nc(CN3CCN(CC(=O)N(C)C)CC3)cc(=O)n12 | i
O=S(=O)(Nc1ncccn1)c1ccc(NC(=S)Nc2ccc(F)cc2)cc1 | i
CC(C)OC(=O)c1c(NC(=O)COC(=O)C2CSC3(C)CCC(=O)N23)sc2c1CCCC2 (stereo not given) | i
CCC(C)NC(=S)NC(=O)c1ccco1 (stereo not given) | i
COc1ccc(F)cc1S(=O)(=O)N1CCN(C)CC1 | i
Cc1nc(=S)nc(N)[nH]1 | i
CN1CCN(C(=O)CC2(CC(=O)O)CCCC2)CC1 | i
Fc1ccc(C2=Nn3cc(-c4ccccc4)nc3SC2)cc1 | i
CC1(C)CC(Nc2ncnc3sc4c(c23)CCC4)CC(C)(C)N1 | i
CC(C)(C)NC(=O)NC(=O)COc1ncnc2sccc12 | i
COc1ccc(OCCOCC(O)CN2CCOCC2)cc1 (stereo not given) | i
Cc1ccc(C)c(/C=N/NS(=O)(=O)c2cc(C)ccc2C)c1 | i
c1ccc2oc(CN3CCN(Cc4nc5ccccc5s4)CC3)nc2c1 | i
FC(F)(F)c1nc(Nc2ccc3cn[nH]c3c2)c2ccccc2n1 | i
O=C1CCCN1c1ccc([N+](=O)[O-])c(O)c1 | i
COC(=O)CSc1nnc(-c2cccs2)n1C1CC1 | i
COc1cc(OC)c(OC)cc1/C=N/n1c(-c2ccccc2)n[nH]c1=S | i
CC(Sc1n[nH]c(-c2cccs2)n1)C(=O)Nc1ccnn1C(C)C (stereo not given) | i
CCOC(=O)c1oc2cc(OCC3OC(COC(C)=O)C(OC(C)=O)C(OC(C)=O)C3OC(C)=O)ccc2c(=O)c1-c1cscn1 (stereo not given) | i
O=c1cc(CN2CCCSc3ccccc32)nc2sccn12 | i
Brc1ccc(C2CC(c3ccc4c(c3)OCO4)n3ncnc3N2)cc1 (stereo not given) | i
CN=c1scc(-c2cccc(Br)c2)n1/N=C/c1ccncc1 | i
OC(COCc1ccc2c(c1)OCO2)CN1CCN(C(c2ccccc2)c2ccccc2)CC1 (stereo not given) | i
O=C(N1CCc2ccccc21)N1c2ccccc2Sc2ccccc21 | i
NS(=O)(=O)c1cc(Cl)ccc1Cl | i
CCC(CC)NC(=O)COC(=O)C1C(C(=O)OC)=C(C)NC(C)=C1C(=O)OC | i
Cc1[nH]c2ccccc2c1N=Nc1c(C)n(C)n(-c2ccccc2)c1=O | i
CC1(C)CC2CC(C)(CN2C(=O)COC(=O)C2=NNC(=O)CC2)C1 (stereo not given) | i
CCCNc1nc2ccccn2c(=O)c1/C=C1\SC(=S)N(CC(C)C)C1=O | i
O=C(O)c1sc2cc(F)ccc2c1Cl | i
Clc1ccc(OCCN(CCOc2ccc(Cl)cc2Cl)CCOc2ccc(Cl)cc2Cl)c(Cl)c1 | i
O=C(NN1CCOCC1)c1ccco1 | i
Clc1cc(CSc2nnc(-c3ccccc3)o2)cc2c1OCCO2 | i

Some of these compounds in order of SMILES length, largest number first.
SMILES | PL synth Enamine
CCOC(=O)c1oc2cc(OCC3OC(COC(C)=O)C(OC(C)=O)C(OC(C)=O)C3OC(C)=O)ccc2c(=O)c1-c1cscn1 (stereo not given) | i
Clc1ccc(OCCN(CCOc2ccc(Cl)cc2Cl)CCOc2ccc(Cl)cc2Cl)c(Cl)c1 | i
CCC(CC)NC(=O)COC(=O)C1C(C(=O)OC)=C(C)NC(C)=C1C(=O)OC | i
CCCNc1nc2ccccn2c(=O)c1/C=C1\SC(=S)N(CC(C)C)C1=O | i
Cc1[nH]c2ccccc2c1N=Nc1c(C)n(C)n(-c2ccccc2)c1=O | i
CC(Sc1n[nH]c(-c2cccs2)n1)C(=O)Nc1ccnn1C(C)C (stereo not given) | i
Brc1ccc(C2CC(c3ccc4c(c3)OCO4)n3ncnc3N2)cc1 (stereo not given) | i
CC1(C)CC(Nc2ncnc3sc4c(c23)CCC4)CC(C)(C)N1 | i
c1ccc2oc(CN3CCN(Cc4nc5ccccc5s4)CC3)nc2c1 | i
O=C(N1CCc2ccccc21)N1c2ccccc2Sc2ccccc21 | i
Fc1ccc(C2=Nn3cc(-c4ccccc4)nc3SC2)cc1 | i
CC(C)(C)NC(=O)NC(=O)COc1ncnc2sccc12 | i
O=C1CCCN1c1ccc([N+](=O)[O-])c(O)c1 | i
O=c1cc(CN2CCCSc3ccccc32)nc2sccn12 | i
COC(=O)CSc1nnc(-c2cccs2)n1C1CC1 | i
COc1ccc(OCCOCC(O)CN2CCOCC2)cc1 (stereo not given) | i
NS(=O)(=O)c1cc(Cl)ccc1Cl | i
O=C(NN1CCOCC1)c1ccco1 | i

Two of these compounds in another layout.
smiles	PL synth Enamine
O=C(N1CCc2ccccc21)N1c2ccccc2Sc2ccccc21	i
O=c1cc(CN2CCCSc3ccccc32)nc2sccn12	i

(further entries)
SMILES | PL synth Enamine
Cc1cc(C(=O)Cn2ncc(Cl)c(Cl)c2=O)c(C)n1CC1CCCO1 (stereo not given) | i
Cc1cc(C)c(C)c(S(=O)(=O)N2CCN(S(=O)(=O)c3c(C)c(C)cc(C)c3C)CC2)c1C | i
O=C(Nc1cccc([N+](=O)[O-])c1)NC1(C(Cl)(Cl)Cl)OCCO1 | i
Clc1ccc(SCc2cn3ccccc3n2)cc1 | i
C=CCNC(=S)NS(=O)(=O)c1ccc(Cl)cc1 | i
O=S(=O)(Nc1nc2ccc(F)cc2s1)c1ccc(F)cc1F | i
Cc1ncc([N+](=O)[O-])n1CCOC(=O)c1ccco1 | i
Cc1cc(C(=O)CN2C(=O)C(=O)N(C3CCCC3)C2=O)c(C)n1CC1CCCO1 (stereo not given) | i
CC(=O)c1c(C)[nH]c(C(=O)Cn2cc(C(F)(F)F)cc(Cl)c2=O)c1C | i
O=S(=O)(Nc1cccc(S(=O)(=O)N2CCCC2)c1)c1ccc(S(=O)(=O)N2CCCC2)cc1 | i
CC1CCCCC12NC(=O)N(CC(=O)NCC(F)(F)F)C2=O (stereo not given) | i
CC(C)(C)P(=NC(=S)N/N=C/c1ccsc1)(N1CCOCC1)N1CCOCC1 | i
Cc1cc(Br)c(S(=O)(=O)NCCCn2ccnc2)cc1C | i
c1ccc2c(c1)NC(c1ccc3c(c1)OCCO3)n1c-2nc2ccccc21 (stereo not given) | i
Cc1cc(=O)[nH]c2cc3c(cc12)C(C)(C)C(C)N3C (stereo not given) | i
CCC(c1n[nH]c(=S)o1)N(C)C (stereo not given) | i
Cn1c(C(F)(F)F)nn(CN2CCN(S(=O)(=O)c3ccc4ccccc4c3)CC2)c1=S | i
Cc1nn(C)c(C)c1NC(=S)NCc1cccs1 | i
c1ccc2c(c1)oc1c(NCCCCNc3ncnc4c3oc3ccccc34)ncnc12 | i
Cc1cc(C=C2C(=O)NC(=S)NC2=O)c(C)n1CC(F)(F)F | i
S=C(NCC1CCCO1)N/N=C/c1c[nH]c2ccccc12 (stereo not given) | i
Cn1cc(C(=O)O)cn1 | i
S=C(NCc1ccccc1)c1c(-c2ccccc2)c2c3n(c(-c4ccccc4)cn13)CCCC2 | i
O=c1[nH]c(O)c(N=Nc2cccnc2)c(=O)[nH]1 | i
O=C1CCC/C(=N\NC(=O)C2CCN(S(=O)(=O)c3cccs3)CC2)C1 | i
S=c1[nH]nc(C2CC2)n1Cc1ccco1 | i
O=C(CN1C(=O)S/C(=C/c2ccc(N3CCCCCC3)o2)C1=O)N1CCCCCC1 | i
FC(F)(F)c1ccc(=S)[nH]c1 | i
C[N+](CCOc1ccccc1)(CCOc1ccccc1)CCOc1ccccc1 | i
FC(F)(F)c1c2c(nc3nc(N4CCCCC4)sc13)-c1ccccc1CC2 | i
Oc1ccc(C=Nc2ccc3oc4ccccc4c3c2)c(O)c1O | i
CS(=O)(=O)NC1c2cccc3cccc(c23)C1Nc1ccc(Br)cc1 (stereo not given) | i
CC(=O)N1CCN(Cn2ncn(C)c2=S)CC1 | i
c1ccc(C2=C3CCCCn4c(-c5ccccc5)c[n+](c43)C2)cc1 | i
CCOC(=O)C1=C(COC(=O)c2cc3c(C)nn(CC(C)C)c3s2)NC(=O)NC1CC (stereo not given) | i
CN(C)c1ccc(N=Cc2sc3ccccc3c2Cl)cc1 | i
Nc1ccc2oc(=O)[nH]c2c1 | i
Fc1ccccc1Nc1nn(CN2CCN(c3ccccc3F)CC2)c(=S)s1 | i
O=[N+]([O-])c1cccc(S(=O)(=O)Nc2cccc3ccccc23)c1 | i
CCOC(=O)c1cnn(-c2ncnc3sc4c(c23)CCC4)c1N | i
Nc1nnc(SCc2cc(-c3cccs3)on2)s1 | i
O=[N+]([O-])c1cc(S(=O)(=O)N2CCCC2)ccc1OCCOc1ccc(Br)cc1 | i
CC(C)(CNc1ncnc2sc3c(c12)CCCCC3)N1CCOCC1 | i
COCCn1c(=S)[nH]c2ccccc21 | i
O=S(=O)(NC1CCCCCC1)c1ccccc1F | i

Fetched by compound from above (four):
SMILES | PL synth Enamine
Fc1ccc(C2=Nn3cc(-c4ccccc4)nc3SC2)cc1 | i
Brc1ccc(Sc2ncnc3sc4c(c23)CCC4)cc1 | i
S=C(NCC1CCCO1)N/N=C/c1c[nH]c2ccccc12 (stereo not given) | i
NS(=O)(=O)c1cc(Cl)ccc1Cl | i

Additional entries follow.
SMILES | PL synth Enamine
CCOCCCN1C(=O)/C(=C/c2c(N3CCC(C)CC3)nc3ccc(C)cn3c2=O)SC1=S | i
O=S(=O)(c1ccc(Br)s1)N1CCC2(CC1)OCCO2 | i
O=C1/C(=C/c2ccc3c(c2)OCO3)CCC/C1=C\c1ccc2c(c1)OCO2 | i
CCCCn1c(=O)[nH]c(=O)c2c1nc(CSC1CCCC1)n2C | i
O=C(CSc1ccc(S(=O)C(F)(F)F)cc1[N+](=O)[O-])OCC(F)(F)C(F)F (stereo not given) | i
CCOC(=O)C1=C(C(=O)OCC)SC2(S1)C(C(=O)OCC)=C(C(=O)OCC)SC1=C2c2ccccc2NC1(C)C | i
S=c1[nH]nc(-c2ccncc2)n1Cc1ccco1 | i
Fc1ccc(C=Nc2ccc(N=Cc3ccc(F)cc3F)cc2)c(F)c1 | i
Cc1nnc(CSc2nnc(-c3cccs3)n2C2CC2)o1 | i
CC(C)(C)c1cc(-c2cc(Br)c(O)c(C(C)(C)C)c2)cc(Br)c1O | i
CN1CCN(S(=O)(=O)c2cccc3ccccc23)CC1 | i
O=C(NC1CCCCC1)C(=Cc1ccsc1)C(=O)NC1CCCCC1 | i
Cc1c(N=C2SCC(=O)N2c2c(C)n(C)n(-c3ccccc3)c2=O)c(=O)n(-c2ccccc2)n1C | i
OC(CN1CCCCC1)C12CC3CC(CC(C3)C1)C2 (stereo not given) | i
Brc1ccc(-c2nnc(CSc3nnc(C4CC4)n3C3CC3)o2)cc1 | i
C=CCN=c1scc(-c2ccc(OC(F)F)cc2)n1/N=C/c1ccc(F)cc1F | i
Cc1c(C(=O)O)sc2nc3n(c(=O)c12)CCC3 | i
CC(C)(C)c1cc(/C=N/Nc2cn[nH]c(=O)c2Br)cc(C(C)(C)C)c1O | i
Cc1n[nH]c(C)c1[N+](=O)[O-] | i
Cc1ccc(S(=O)(=O)c2ccc3c(c2)Sc2ccc(Cl)cc2N3)cc1 | i
CN(C(=O)CSc1nc2sc3c(c2c(=O)n1C1CCCC1)CCCC3)C1CCCCC1 | i
O=C(CSC1=NCCN1)NC1CCCCCC1 | i
Nc1ccc(S(N)(=O)=O)cc1[N+](=O)[O-] | i
CC(C)(C)C(=O)CSc1nc2sc3c(c2c(=O)n1C1CCCC1)CCCC3 | i
FC(F)(F)c1nc2nc(-c3ccco3)cc(C(F)(F)F)n2n1 | i
O=C1CSC(=S)N1/N=C/c1ccc2c(c1)OCO2 | i
CC(=O)c1c(C)[nH]c(C(=O)OCC(=O)N(CC(C)C)C2CCS(=O)(=O)C2)c1C (stereo not given) | i
S=c1[nH]nc(-c2ccc(Cl)cc2)n1/N=C/c1ccc(Br)s1 | i
O=c1cc(CSc2nnnn2C2CCCC2)nc2ccc(Br)cn12 | i
O=C(OCc1cn2cc(Cl)ccc2n1)c1cc(=O)c2cc(Cl)ccc2o1 | i
CCNc1nc(NCC)n2c(SCC(=O)NCC3CCCCC3)nnc2n1 | i
c1cncc(-c2nc(Oc3ccc4ccccc4c3)c3ccccc3n2)c1 | i
c1ccc(C2C3=C(CCCC3)Nc3nc4ccccc4n32)cc1 (stereo not given) | i
Cc1cc(NC(=O)Cn2c(=O)/c(=C\c3cccs3)s/c2=C\C(=O)C(C)(C)C)no1 | i
O=C(Cn1ncc(Cl)c(Cl)c1=O)c1ccc2c(c1)CCC2 | i
O=C1CSC(=S)N1N1C(=O)C2C3c4ccccc4C(c4ccccc43)C2C1=O (stereo not given) | i
O=S(=O)(c1ccc(F)cc1)N1CCOCC1 | i
O=c1cc(CSc2nnc(-c3ccco3)o2)nc2sc3c(n12)CCCC3 | i
O=C(C[n+]1ccc2ccccc2c1)c1ccc2c(c1)OCCO2 | i
CCC1CCc2c(sc3ncnc(N4CCC(C)CC4)c23)C1 (stereo not given) | i
Nc1ccc([N+](=O)[O-])cc1NS(=O)(=O)c1ccc2ccccc2c1 | i
Cc1cnc(NC(=O)CC2CCCC2)s1 | i
O=C(O)CN1C(=O)CSC1=S | i
O=C(CC1Sc2ccccc2NC1=O)OCc1cc(=O)oc2ccc3ccccc3c12 (stereo not given) | i

Source: PubChem BioAssay (School of Medicine, Boston University)

Not all compounds are listed (hit frequency here may not be typical).
